Screening data: PubChem, several laboratories
Calpain2 inh = inhibitors of pig calpain II; purified calpain II, fluorogenic peptide substrate, 30 min; inhibition, % at 16 µM; 220,000 tested, 0.37% active;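 active = inhibition above about 50%, limit read from the data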
thrombin 1536 = inhibitors of human thrombin | alpha-thrombin, Boc-VPR-AMC fluorogenic substrate cleavage | 220,000 tested, 0.26% active | P00734 | inhibition, % at 5 µM;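 active = inhibition at or above 40%; inactive = inhibition below 40%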;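 also: 0% = enzyme with no compound and 100% = wells without enzyme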
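Material: human alpha-thrombin protein; Also added: Boc-VPR-AMC substrate, 15 µM final; Timing: enzyme reaction carried out at room temperature; Signal: fluorescence, ex 355 nm, em 460 nm; Measure: % inhibition of thrombin; Controls: enzyme without compound as high, wells lacking enzyme as low.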
KCC2 mod = modulators of human KCC2 chloride dependent transport | Q9H2X9 | B-score of Tl+ flux slope (higher = more flux/activation; lower = inhibition) at 10 µM | KCC2 cells, thallium flux FluoZin-2 fluorescence | 190,000 tested, 2.2% active;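 active = thallium flux slope and its plate-corrected score both differing from the plate sample mean at a set confidence after two filtering rounds, in either direction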;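 also: slope of fluorescence scaled to starting intensity during 10 to 20 s after thallium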
TRPML3 ag = agonists of human TRPML3 channel | 220,000 tested, 0.29% active | activation, % at 3 µM | HEK293 TRPML3-YFP, Fluo-8 calcium fluorescence; 100% = the carbachol control signal | Q8TDD5 | AID 1448;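 active = activation above its plate's cutoff, the mean activation of the plate's test wells plus 3 SD, cut at about 12% in these data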;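 also: 0% = DMSO only wells and 100% = carbachol wells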
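system = HEK293 cells stably carrying human TRPML3-YFP | doses = one concentration, 3 µM nominal, 0.3% DMSO | timing = dye loading 1 h 37 °C then 30 min ambient, 125 s read | detection = Fluo-8 calcium dye fluorescence, ex 470-495, em 515-575 nm | benchmarks = high control carbachol 87 µM, low control DMSO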
Furin inh = blocks human furin protease activity | 220,000 tested, 0.061% active | AID 463115 | purified furin, fluorogenic substrate cleavage | inhibition, % at 30 µM | P09958; in the data active = inhibition above about 25%; also: inactives centre near -15
Target sequence (P09958 108-714 limits assumed): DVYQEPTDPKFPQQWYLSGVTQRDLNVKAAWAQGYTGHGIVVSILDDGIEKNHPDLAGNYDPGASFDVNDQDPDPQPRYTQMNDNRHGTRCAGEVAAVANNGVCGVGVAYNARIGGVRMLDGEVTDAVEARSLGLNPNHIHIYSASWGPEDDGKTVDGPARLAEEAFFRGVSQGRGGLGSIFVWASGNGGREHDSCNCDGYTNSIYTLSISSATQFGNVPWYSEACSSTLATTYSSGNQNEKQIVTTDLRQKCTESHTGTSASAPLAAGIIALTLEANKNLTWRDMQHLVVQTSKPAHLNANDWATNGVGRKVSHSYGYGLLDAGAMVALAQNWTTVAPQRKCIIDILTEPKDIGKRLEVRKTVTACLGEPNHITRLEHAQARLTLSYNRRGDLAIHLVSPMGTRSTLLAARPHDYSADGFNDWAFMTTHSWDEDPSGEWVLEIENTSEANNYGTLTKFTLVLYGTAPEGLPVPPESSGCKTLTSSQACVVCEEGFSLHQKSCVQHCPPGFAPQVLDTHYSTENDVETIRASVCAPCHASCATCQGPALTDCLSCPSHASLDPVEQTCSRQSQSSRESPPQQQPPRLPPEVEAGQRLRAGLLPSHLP
zfTRPN1 agonist = agonists of zebrafish TRPN1 channel; 220,000 tested, 0.18% active; activation, % at 3 µM; HEK293 zebrafish TRPN1-YFP, Fluo-8 calcium fluorescence; 100% = response to 87 µM carbachol;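 active = activation above its plate's cutoff, the mean activation of test wells on that plate plus 3 SD, cut at about 19% in these data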;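 also: 0% = DMSO alone and 100% = 87 µM carbachol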
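Material – zebrafish TRPN1-YFP in HEK293 cells · Doses – 3 µM single point · Schedule – dye 1 h 37 °C plus 30 min RT · Signal – Fluo-8 calcium fluorescence, excitation 470-495 nm, emission 515-575 nm · Read-out – % activation versus carbachol response · Control set – carbachol high, DMSO low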
EBV gp42 block = blocks Epstein-Barr virus glycoprotein 42 binding; Q1HVG2; Fluorescence polarization binding assay, mP read-out; inhibition, % (tested at 21.74 µM); 220,000 tested, 0.42% active; AID 1085; in the data active = inhibition above about 50%
Target sequence (Q1HVG2 whole entry, looked up): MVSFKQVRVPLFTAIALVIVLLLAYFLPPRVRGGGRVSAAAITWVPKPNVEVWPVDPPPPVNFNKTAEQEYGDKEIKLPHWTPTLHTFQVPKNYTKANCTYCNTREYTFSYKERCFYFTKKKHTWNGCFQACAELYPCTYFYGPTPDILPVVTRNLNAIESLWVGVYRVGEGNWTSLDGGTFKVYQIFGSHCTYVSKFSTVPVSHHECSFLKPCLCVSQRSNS
Tb hexokinase = T. brucei hexokinase 1 inhibition; 220,000 tested, 0.11% active; recombinant TbHK1, G6PDH-coupled NADH A340; AID 1430; inhibition, % at 10 µM;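 active = inhibition of 50% or more in the single-dose primary screen; inactive = inhibition below 50%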
PPC-1+TRAIL kill = PPC-1 cancer cell killing with TRAIL present. PPC-1 cells + TRAIL, ATPLite viability luminescence. cell killing (% activity), % at 4 µM. 220,000 tested, 0.41% active;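 active = cell killing above 50% in the first pass at 4 µM, then a duplicate retest at 5 µM averaging 50% or more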;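 also: plate controls were cells with TRAIL plus DMSO for no effect and medium-only wells lacking cells for full effect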
* hit, by the source's call; i = inactive; · = not tested or not shown; [ ] = another dose, or the depositor's remark.

SMILES | Calpain2 inh | thrombin 1536 | KCC2 mod | TRPML3 ag | Furin inh | zfTRPN1 agonist | EBV gp42 block | Tb hexokinase | PPC-1+TRAIL kill
COc1cc(/C=C(\NC(=O)c2ccccc2)C(=O)N2CC3CC(C2)c2cccc(=O)n2C3)cc(OC)c1OC (centres undefined) | -5 | 0 | 0.039 | 0.9 | -20 | 3.3 | -1 | -5 | 6
Cc1nn(C(=O)c2ccco2)c(C)c1Sc1ccc(Br)cc1 | 2 | -8 | -1 | -0.4 | -11[20 µM] | -0.1 | -17 | 0 | 20
CCOC(=O)c1c(C)nc(C)c2c(=O)oc3ccccc3c12 | 34 | -6 | -0.11 | 0.5 | -27 | 0.9 | -5 | -6 | 18
COc1cc(OC)c2ccc(=O)oc2c1C(CCN1CCCC(C)C1)c1ccc(N(C)C)cc1 (centres undefined) | -6 | 4 | 0.66 | · | -77 | · | -14 | -13 | 6
Cc1cccc(NCCC#N)c1 | 21 | -1 | 0.53 | 0.6 | -12 | 0.1 | -5 | 0 | 28
C/C(=N\NC(=O)c1cccc(F)c1)c1ccc(Br)s1 | 2 | 5 | · | 0.3 | -6 | 1.4 | -21 | 1 | 6
COc1ccccc1CNC(=O)N[C@@H](Cc1ccccc1)C(=O)O | 3 | -8 | 0.061 | -0.2 | -17[20 µM] | -2.7 | 2 | 1 | 8
Cc1cccc2cc(/C=N/NC(=O)[C@H]3C[C@@H]3c3ccccc3)c(Cl)nc12 | -44 | -5 | 0.16 | 0.9 | -21 | 1.5 | -1 | -8 | -4
O=C1/C(=C/c2ccccc2)Nc2ccccc21 | -10 | 5 | i | -0.1 | -12 | 1.0 | -22 | 1 | -13
Cc1ccc(NC(=O)CN2C(=O)N/C(=C/c3ccc(C)s3)C2=O)cc1 | -16 | -10 | -0.17 | 0.2 | 4 | -0.7 | -110 | -14 | 17
Cc1cccc(NC(=O)CC2NC3CCCCC3NC2=O)c1 (centres undefined) | -8 | -4 | · | 0.2 | -18 | 0.9 | -17 | -1 | -4
CCOc1ccc2nc(NCCCNC(=O)c3cc(OC)c(OC)c(OC)c3)c(C#N)cc2c1 | -301 | -11 | · | 0.0 | -21 | 1.5 | 31 | -4 | -8
CCNS(=O)(=O)c1ccc2nc(NC(=O)c3cccnc3)sc2c1 | -6 | 0 | -1.8 | 0.4 | -15[20 µM] | 3.0 | -21 | -54 | 24
O=C(Nc1cccc([N+](=O)[O-])c1)c1ccc2c(c1)OCO2 | 1 | -6 | 0.13 | 1.1 | -17 | -1.1 | -7 | -4 | 12
O=C(C1CCC(CNS(=O)(=O)c2cccs2)CC1)N1CCCCC1 (centres undefined) | -3 | -1 | · | 0.8 | 5[20 µM] | 0.1 | -23 | -2 | 3
Cc1ccc(S(=O)(=O)N2CCN(C(=O)CCC(=O)NCCc3ccc(S(N)(=O)=O)cc3)CC2)c(C)c1 | -16 | -14 | -0.43 | -0.8 | -14 | -0.8 | 0 | -10 | 8
COc1cccc(C(=O)NNC(=O)c2ccccc2Br)c1 | 14 | -4 | 0.52 | 1.1 | -22[20 µM] | 1.9 | -1 | -1 | 16
COc1ccccc1NCC(=O)N/N=C/C=C/c1ccccc1 | -5 | -5 | -0.099 | 0.4 | -21 | 0.6 | -1 | -15 | 1
O=C(c1noc2c1CCCC2)N1CCN(c2ccccc2)CC1 | 12 | -6 | -0.18 | 0.8 | -26 | 0.1 | -12 | -2 | 13
COC(=O)CC1C(=O)NCCN1C(=O)Nc1cccc(Cl)c1 (centres undefined) | 17 | -1 | -0.4 | 0.8 | -28 | 0.4 | 1 | 2 | 21
O=C(C1CCN(S(=O)(=O)c2cccs2)CC1)N(c1ccccn1)C1CCCCC1 | -22 | 6 | -0.18 | 0.8 | -23 | 0.5 | -12 | -5 | 5
CSCCC(CO)NC(=O)OCc1ccccc1 (centres undefined) | 7 | -3 | -0.58 | 0.7 | -20[20 µM] | 0.7 | -9 | -7 | 13
COc1ccc(-c2[nH]ncc2CN(C)Cc2cnccn2)c(OC)c1 | -22 | -2 | 0.055 | 0.9 | -20 | 1.1 | -1 | -5 | 18
COc1ccc(S(=O)(=O)N2CCN(C3Cc4ccccc4C3)CC2)cc1 | -11 | -8 | 0.65 | -0.1 | -16 | -0.5 | 12 | 25 | 8
O=C1C=C(NCc2ccc(Cl)c(Cl)c2)C2(CCCCC2)O1 | -8 | 2 | -1 | -0.4 | -23[20 µM] | 3.1 | -14 | -4 | -3
CC1=CC2=NC(=O)CC(C)(C(=O)N(CC(=O)NC(C)(C)C)Cc3cccs3)N2C=C1 (centres undefined) | -111 | 4 | 0.86 | 1.4 | -4[20 µM] | 0.8 | -17 | -5 | 10
Cc1cccc(N2CCN(C(=O)c3ccc4ncsc4c3)CC2)c1C | 14 | -5 | 0.48 | -0.9 | -14[20 µM] | -2.2 | -1 | -4 | -2
O=C(CSc1nnc(Cc2cc(=O)[nH]c(=O)[nH]2)n1-c1ccc(Cl)cc1)N1CCc2ccccc21 | -11 | -2 | 0.7 | 0.6 | -18 | 1.5 | -9 | -3 | 16
CC(=O)c1cccc(NC(=O)Oc2ccccc2)c1 | -8 | -3 | 0.32 | 0.9 | -22 | 1.2 | -18 | 0 | 15
COc1cc(/C=N/Nc2ccc(Cl)cc2)ccc1OC(=O)c1cccs1 | -4 | -1 | 0.41 | 0.2 | -2 | -2.5 | -12 | -8 | 18
CCNc1nc(NC(C)(C)C)nc(N(CC)n2cnnc2)n1 | 7 | -2 | -0.15 | 0.5 | -13 | 0.9 | -32 | 2 | 15
CCOC(=O)C1CCN(Cc2cnc(Oc3ccc(OC)cc3)s2)CC1 | 15 | 0 | -0.095 | 0.3 | -16[20 µM] | 0.7 | -7 | 3 | 11
COC(=O)c1ccsc1NC(=O)CSc1nnnn1-c1ccccc1SC | -10 | -2 | -0.69 | -0.9 | -5[20 µM] | -0.5 | -14 | 6 | 19
COc1cccc(CN2CCNC(=O)C2CC(=O)N(C)Cc2cnccn2)c1OC (centres undefined) | -5 | -8 | 0.33 | 0.2 | -20 | -0.2 | -2 | -9 | 25
OC[C@H]1O[C@@H](n2cnc3c(Nc4ccccc4)ncnc32)[C@H](O)[C@@H]1O | 3 | · | 0.097 | 0.7 | -14 | 1.9 | -4 | 5 | 9
O=C(NCC1CCCO1)c1ccc2c(=O)n(CC3CCCO3)c(SCC(=O)N3CCCC3)nc2c1 (centres undefined) | -24 | 0 | -1.3 | 1.3 | -17 | 1.4 | -10 | -8 | 35
COC(=O)c1ccc(N2CN=C(c3ccc(C)cc3)NC2=S)cc1 | -6 | -2 | -0.089 | 0.2 | -10 | 0.1 | -2 | -4 | 32
O=S1(=O)CC=C(CSc2nc3ccccc3[nH]2)C1 | -18 | 0 | 0.58 | 0.4 | -14 | 0.8 | -13 | 0 | -1
Cc1ccc2ncccc2c1N | 14 | -2 | -0.27 | 0.7 | -7 | 0.9 | -3 | -16 | 4
COc1ccc(OC)c(NS(=O)(=O)c2ccc(Cl)s2)c1 | -8 | -5 | -0.053 | -1.1 | -61[20 µM] | -1.0 | -12 | -1 | -4
CCN(C(=O)COC(=O)CNC(=O)c1ccc(C)s1)c1ccccc1 | -12 | -6 | 1.1 | 1.0 | -5 | 0.4 | -11 | 15 | -35
CCOC(=O)Cc1csc(NC(=O)COc2ccccc2)n1 | 5 | 3 | 0.39 | -0.3 | -24[20 µM] | -1.2 | -20 | 4 | 10
CC1CCN(c2c(NCC3CCC(C(=O)NCc4ccc(F)cc4)CC3)c(=O)c2=O)CC1 (centres undefined) | 10 | 4 | -0.023 | 0.8 | -26 | 2.3 | -11 | -10 | -5
O=C(CSc1nc2c(c(=O)[nH]1)CN(Cc1ccc(F)cc1)CC2)Nc1ccc(F)cc1 | -30 | -6 | -0.73 | 0.5 | -21 | -1.9 | -4 | -3 | 17
CN1C2CCC1/C(=C\c1ccccc1)C(=O)/C2=C\c1ccccc1 | 19 | 1 | · | -0.6 | -11[20 µM] | -1.4 | -4 | -34 | 3
CCOC(=O)NN1C(=O)c2ccccc2NC12CCCC2 | i | -4 | 0.4 | 0.9 | -42 | 0.4 | 4 | 2 | ·
CCc1nnc(NC(=O)CSc2nnc(COc3cccc(C)c3)o2)s1 | -2 | 2 | -3.6 | -0.5 | -18 | 0.4 | -11 | 7 | 8
CCCn1c(=O)c(C(=O)Nc2ccccc2C(=O)OCC)c(O)c2ccccc21 | -330 | -2 | 0.15 | 1.1 | -17 | 2.7 | -5 | -9 | 10
COc1ccccc1-c1nnc(SCC(=O)Nc2cc(C)on2)o1 | 16 | 6 | -1.7 | 0.4 | -13[20 µM] | -0.8 | -14 | -1 | 16
CCN(CCn1cccn1)Cc1cn[nH]c1-c1cccc2ccccc12 | -5 | -1 | 0.72 | 0.3 | -18 | 0.1 | -5 | -4 | 3
O=C(CCCOc1ccccc1)NCc1ccco1 | -29 | -2 | 0.85 | 0.1 | -19[20 µM] | 0.9 | -5 | -2 | -13
COC(=O)c1sc(-c2cccs2)cc1N | -46 | -8 | -0.68 | 0.7 | -6 | 1.2 | 10 | -26 | 4
O=C(CCc1ccccc1)NNC(=O)Cc1ccc(Cl)cc1 | -28 | -13 | 0.57 | -1.2 | -12 | -0.6 | -2 | 1 | 7
Cn1cccc1/C=C1\SC(=S)N(NC(=O)c2ccccc2Cl)C1=O | 4 | -7 | -3.8 | 0.6 | -4 | -0.2 | -173 | 6 | 5
CCOC(=O)CC(=O)CSc1nc2nc(C)cc(C)n2n1 | -15 | 2 | · | 1.1 | -20 | 0.1 | -6 | 6 | 18
O=C1NC2(CCCCC2)N=C1c1ccc(Br)cc1 | 21 | -4 | 1.1 | 0.9 | -23[20 µM] | 0.4 | 2 | 35 | 29
CCOc1ccc(NC(=S)N(CCc2c(C)[nH]c3ccc(C)cc23)Cc2ccco2)cc1 | 0 | 0 | 0.51 | -0.7 | -16 | -2.4 | -19 | -3 | -2
O=C(O)C1CC1C(=O)N1CCN(c2ccc(Cl)c(Cl)c2)CC1 (centres undefined) | -16 | -4 | 0.25 | 1.6 | -13[20 µM] | 0.2 | -13 | 1 | 14
Cc1ccc(NS(=O)(=O)c2ccc(C(=O)N3CCN(c4ncccn4)CC3)cc2)cc1 | -11 | 1 | · | 6.0 | -27 | 11 | -8 | -2 | 11
Cc1ccc(C(=O)N/C(=C\c2cccs2)C(=O)NCCc2c[nH]c3ccccc23)cc1 | -40 | -1 | -2.8 | -0.7 | -7 | -2.5 | -14 | -5 | 15

Record cards, as listed above. Order of screens: Calpain2 inh	thrombin 1536	KCC2 mod	TRPML3 ag	Furin inh	zfTRPN1 agonist	EBV gp42 block	Tb hexokinase	PPC-1+TRAIL kill
Record of Cc1ccc(NS(=O)(=O)c2ccc(C(=O)N3CCN(c4ncccn4)CC3)cc2)cc1 → -11	1	·	6.0	-27	11	-8	-2	11
Record of O=C(O)C1CC1C(=O)N1CCN(c2ccc(Cl)c(Cl)c2)CC1 (centres undefined) → -16	-4	0.25	1.6	-13[20 µM]	0.2	-13	1	14
Record of CCc1nnc(NC(=O)CSc2nnc(COc3cccc(C)c3)o2)s1 → -2	2	-3.6	-0.5	-18	0.4	-11	7	8
